BoNT-A LC inh2: BoNT/A light chain protease inhibitors, primary screen, biochemical, flow cytometry, MLPCN library. AID 588499, 2011. multiplex microsphere protease substrate cleavage. inhibition, % at 10 µM. 360,000 tested, 0.17% active. Botulinum neurotoxin type A light chain protease (Clostridium botulinum A str. ATCC 3502); note: plate controls were buffer without enzyme for full effect and enzyme alone for no effect
Anthrax LF inh2: Bacillus anthracis LF protease inhibitors, primary screen, biochemical, multiplex microsphere, MLPCN library; Lethal factor (Bacillus anthracis), P15917; multiplex microsphere protease cleavage assay; inhibition, % at 10 µM; 360,000 tested, 0.12% active; note: plate controls were buffer without enzyme for full effect and enzyme alone for no effect
Target sequence (P15917 whole entry, looked up): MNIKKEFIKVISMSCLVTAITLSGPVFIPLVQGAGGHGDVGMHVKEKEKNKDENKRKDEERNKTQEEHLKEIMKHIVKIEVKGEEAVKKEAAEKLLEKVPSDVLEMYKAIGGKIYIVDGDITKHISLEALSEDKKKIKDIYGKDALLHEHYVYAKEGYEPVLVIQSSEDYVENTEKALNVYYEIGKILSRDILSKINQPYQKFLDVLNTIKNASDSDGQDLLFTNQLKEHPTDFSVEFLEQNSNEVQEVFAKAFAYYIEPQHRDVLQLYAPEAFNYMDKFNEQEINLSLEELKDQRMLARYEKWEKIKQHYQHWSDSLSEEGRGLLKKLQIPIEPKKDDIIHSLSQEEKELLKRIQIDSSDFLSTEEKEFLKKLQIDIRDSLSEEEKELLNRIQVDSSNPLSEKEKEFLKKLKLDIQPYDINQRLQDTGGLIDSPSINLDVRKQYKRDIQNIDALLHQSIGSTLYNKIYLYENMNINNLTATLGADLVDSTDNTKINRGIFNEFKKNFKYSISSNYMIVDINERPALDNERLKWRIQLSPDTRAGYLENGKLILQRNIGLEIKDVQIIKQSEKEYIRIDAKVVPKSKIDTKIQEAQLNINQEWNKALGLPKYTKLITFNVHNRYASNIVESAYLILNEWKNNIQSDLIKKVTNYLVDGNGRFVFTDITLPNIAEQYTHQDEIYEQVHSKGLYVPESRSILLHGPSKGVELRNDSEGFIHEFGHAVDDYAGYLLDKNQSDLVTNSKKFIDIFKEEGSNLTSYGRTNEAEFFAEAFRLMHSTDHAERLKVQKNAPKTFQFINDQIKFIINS
PfHsp40 yeast: rescue of yeast from PfHsp40 toxicity, primary screen, S. cerevisiae, ATP luminescence; 340,000 tested, 0.68% active; S. cerevisiae expressing PfHsp40, growth rescue; AID 504582, 2011; growth rescue, % at 12.5 µM; in the data active = growth rescue above about 28%, passing the limit was not always enough; inconclusive = no clear call, values can overlap the other calls;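 note: yeast W303a lacking pdr1 and pdr3 grown in galactose medium; growth measured after three days at 30 °C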
BoNT F protease: BoNT/F light chain protease inhibitors, primary screen, biochemical, flow cytometry, MLPCN library; Botulinum neurotoxin type F light chain protease (Clostridium botulinum); Multiplex microsphere protease cleavage assay; inhibition, % at 10 µM; 360,000 tested, 0.22% active; in the data active = inhibition above about 35%, passing the limit was not always enough; inconclusive = no clear call, values can overlap the other calls; note: plate controls were buffer without enzyme for full effect and enzyme alone for no effect
FadD28 binding: inhibitors of FadD28 bisubstrate probe binding, primary screen, biochemical, fluorescence polarization, single point; Mycobacterium tuberculosis FadD28 fatty-acid-AMP ligase; inhibition, % at 12.5 µM; 360,000 tested, 0.22% active; in the data active = inhibition above about 8.5%, passing the limit was not always enough; inconclusive = no clear call, values can overlap the other calls
Y pestis TopoI: Yersinia pestis topoisomerase I inhibitors, primary screen, biochemical, cleavage product accumulation, plate reader, single point; DNA topoisomerase I (Yersinia pestis CO92); Y. pestis Topo-I cleavage product accumulation; activity, % at 10 µM; 360,000 tested, 0.064% active; in the data active = activity above about 50%, passing the limit was not always enough; inconclusive = no clear call, values can overlap the other calls; note: inactives centre near 2
TcdB inh: TcdB glycohydrolase inhibitors, primary screen, biochemical, single point, plate reader; Toxin B (Clostridioides difficile), P18177; TcdB glycohydrolase enzymatic assay; inhibition, % at 9.99 µM; 350,000 tested, 0.24% active; in the data active = inhibition above about 10%
CCHF vOTU inh: CCHFV vOTU protease inhibitors, primary screen, biochemical, Pep-AMC substrate, fluorescence. Crimean-Congo hemorrhagic fever virus L polyprotein viral ovarian tumor (vOTU) protease …. inhibition, % at 11.5 µM. 370,000 tested, 0.55% active; in the data active = inhibition above about 30%; note: 0% = vehicle wells with enzyme and 100% = no enzyme wells
PrPC surface inh: inhibitors of human cell surface prion protein PrPC, primary screen, cell-based, TR-FRET | Major prion protein (Homo sapiens), P04156 | TR-FRET read-out | inhibition, % at 13.8 µM | 370,000 tested, 0.43% active | AID 720596, 2013; in the data active = inhibition above about 24%; note: 0% = median of the test wells and 100% = reference compound wells
Numbers without * were called inactive; ? = inconclusive; nt = not tested or not shown; & = joins results of further samples. Cut-off read from the data, not from the text of the source, unless noted: active = inhibition above about 30%; inconclusive = no clear call, values can overlap the other calls; inactive = below that.

SMILES	BoNT-A LC inh2	Anthrax LF inh2	PfHsp40 yeast	BoNT F protease	FadD28 binding	Y pestis TopoI	TcdB inh	CCHF vOTU inh	PrPC surface inh
CC(C#N)OC(=O)c1cccnc1SCC(=O)Nc1ccc2c(c1)OCO2 (stereo not given)	0.6	5	-0.3	5	-1.8	8	0.4	7	-4
COc1ccc(OC)c(NC(=O)c2cnn(-c3ccccc3Cl)c2NC(=O)c2ccco2)c1	1.3	-9	-0.2	-31	-1.6	-11	nt	-7	8
COc1cc(OC)cc(-c2c(C#Cc3ccsc3)c3cc(-c4cc(F)cc(F)c4)ccc3n2C)c1	0.5	-1	-0.6	4	-1.1	7	0.6	5	-1
O=C(CP(=O)(O)CC(=O)c1ccccc1)c1ccccc1	-0.2	2	0.3	-1	0.3	-1	0.0	-9	8
Cc1ccccc1OCCC(=O)OCC(=O)Nc1ccc2[nH]c(=O)[nH]c2c1	-3.0	-5	-0.8	-11	-2.2	2	-3.6	5	-9
O=C(NCC(=O)N1CC=C(c2ccccc2)CC1)c1ccc(F)cc1	0.3	-2	0.8	-5	-2.4	-5	0.7	-1	-1
Cc1ccccc1C(=O)Nc1cccc(NC(=O)c2cccnc2)c1	-1.1	3	0.0	1	nt	4	2.0	4	3
COc1ccc(/C=N/Nc2ncccc2[N+](=O)[O-])c(OC)c1	0.5	-10	0.0	-1	0.7	-14	0.8	3	-38
CN(C)S(=O)(=O)c1cccc(C(=O)NCCc2ccccc2)c1	0.5	0	-1.8	-22	-4.9	-4	nt	5	-1
COc1ccc2c(c1)CC=C1C2CCC2(C)C(=O)C(=NO)CC12 (stereo not given)	0.1	0	6.3	-7	-9.5	23	1.7	7	17
CCC(CC)c1nnc(NC(=O)C2CC(=O)N(CCc3ccc(OC)c(OC)c3)C2)s1 (stereo not given)	nt	nt	-0.7	nt	-1.7	18	-2.8	-5	-5
Cc1csc(N2CCCC2c2nc3cc(Cl)c(N4CCCCC4)cc3n2CCCO)n1 (stereo not given)	-0.1	-7	-1.4	-1	0.4	2	-0.8	-7	1
COc1ccc(OC)c(NC(=O)C(C)Oc2ccc(Br)cc2)c1 (stereo not given)	0.8	-3	2.4	-3	0.7	-2	2.1	8	7
Cn1c(=O)c2c(nc(CN3CCC(C(N)=O)CC3)n2Cc2ccccc2Cl)n(C)c1=O	-0.9	-16	1.0	12	-3.1	3	nt	2	-2
CCn1c(NC(=S)Nc2ccccc2)nc2ccccc21	0.1	10	1.8	5	-0.5	5	nt	-3	0
CC(C)(C)[C@]1(O)C[C@@H]2OC(=O)C[C@@]23C(=O)O[C@@H]2OC(=O)[C@H](O)[C@]213	-0.2	4	-0.7	7	1.4	-1	1.3	-9	-2
C[C@@H]1CC[C@@]2(OC1)O[C@H]1C[C@H]3[C@@H]4CC=C5C[C@@H](O)[C@H](O)C[C@]5(C)C4CC[C@]3(C)[C@H]1[C@@H]2C (stereo not given in full)	0.2	-11	-0.6	-14	0.8	12	1.0	9	4
Nc1c(C(=O)CSc2nnnn2-c2ccccc2)c(=O)[nH]c(=O)n1C1CC1	0.0	3	3.0	-2	-2.2	8	0.6	0	5
Cc1cccc(C(=O)NC(=S)NNC(=O)Cc2ccccc2)c1	-0.5	-1	229*	-3	0.4	1	3.9	1	-5
O=C(NCc1ccc(F)cc1)c1cccnc1C(=O)O	-0.4	-6	0.5	4	-0.3	1	-0.8	-13	4
COC(CN(C(=O)CCl)C(C(=O)NC1CCCCC1)c1ccccc1C)OC (stereo not given)	-0.5	-1	-2.2	-5	-0.1	-3	1.8	-17	-8
CN(C(=O)CN(C)S(=O)(=O)c1ccc(F)cc1)c1c(N)n(Cc2ccccc2)c(=O)[nH]c1=O	nt	nt	-1.1	nt	-1.8	5	-8.6	8	7
CCOC(=O)c1cnc(-c2ccc(C(F)(F)F)cn2)[nH]c1=O	-2.0	0	nt	5	-1.2	-6	-0.5	-6	-4
Cc1ccc2cc(CN(CC3CCCO3)C(=O)Nc3ccccc3F)c3nnnn3c2c1 (stereo not given)	0.1	0	-0.1	-5	-2.9	1	-0.3	13	5
Cc1ccccc1NS(=O)(=O)c1cc(OCC(N)=O)c(C)cc1Cl	-1.0	-5	-0.2	-6	-1.2	-4	1.5	6	9
COc1ccccc1CNc1nc(C)c(C(=O)N(C)C)s1	-2.3	-10	0.9	12	-3.4	5	1.1	2	0
CCCn1c(=O)c2ccccc2n2c(SCc3nc4ccccc4s3)nnc12	3.0	3	0.0	-1	-3.7	13	nt	5	8
CC(=O)N1CCN(C(=O)c2ccc(S(=O)(=O)Nc3ccccc3F)cc2)CC1	nt	nt	1.1	nt	-2.3	0	0.8	4	-6
CCc1ccc(CNc2ccc(N3CCN(C(C)=O)CC3)cc2)cc1	0.5	-4	0.5	-24	-1.3	11	nt	14	-7
Cc1ccccc1-n1c(O)c(/C=N/NC(=O)c2ccncc2)c(=O)[nH]c1=O	0.5	5	1.5	-11	-0.6	-8	-22	3	5
CC(Sc1ccc(S(=O)(=O)N2CCOCC2)cc1[N+](=O)[O-])C(=O)O (stereo not given)	-0.7	0	-0.5	-1	-1.1	-8	nt	-9	-15
Cc1cc(C)c(C)c(S(=O)(=O)NCC(=O)Nc2ccccc2F)c1C	-4.7	-3	-1.6	-1	0.0	12	1.6	2	2
CCc1cccc(CC)c1-n1c(SCC(=O)N2CCc3ccccc32)nc(O)cc1=O	0.1	0	-0.4	-6	-0.3	9	-0.4	0	-2
CC(=O)NC(c1cccc(F)c1)c1nc(-c2ccccc2C)cs1 (stereo not given)	-0.3	0	nt	4	-0.9	6	1.6	9	8
O=C(N/N=C/c1sc(N2CCCCC2)nc1-c1cccs1)c1cccnc1	22	0	140*	-22	-1.2	-3	2.7	10	-8
O=C1CCC(=O)N1OCCOc1ccc(Cl)c2ccccc12	-0.6	-4	0.1	-5	-2.0	3	2.1	-10	1
O=C(O)c1ccc(Cl)c(S(=O)(=O)N(Cc2ccccc2)c2ccccc2)c1	0.7	4	-0.8	8	-3.7	19	-5.3	-4	-3
CC(NC(=O)NC1CCCCC1)C(c1cccs1)N1CCN(c2ccccc2)CC1 (stereo not given)	-0.2	-11	-1.1	-9	-2.8	27	1.8	5	-2
Cc1ccc(C(=O)NNC(=O)c2ccc(S(=O)(=O)N(C)c3ccccc3)cc2)cc1	-3.3	0	-1.5	-4	-1.2	4	2.0	0	4
CCN(C(=O)CN1CCOCC1)C1(C)C(=O)c2ccccc2C1=O	-1.3	2	-0.5	1	-0.4	-2	0.3	4	-4
CC(C)NC(=O)N(C)C[C@H]1OCc2cnnn2CCCC(=O)N([C@H](C)CO)C[C@@H]1C	-0.1	0	nt	3	-1.1	-5	-0.8&-0.6&0.2	4	-5
CCN1CCN(C(=O)C2CCN(S(=O)(=O)c3ccc(Br)cc3)CC2)CC1	-5.5	1	-1.5	-5	-1.0	-2	3.1	5	5
COc1cccc(-n2c(N)cc(=O)nc2SCC(=O)Nc2cc(C)on2)c1	-1.3	-1	1.6	2	-1.6	1	-0.2	-1	-2
CC1CCCCC1NC(=O)CCCN1C(=O)c2ccccc2C1=O (stereo not given)	0.7	-4	0.5	2	0.1	-5	2.4	3	1
COc1ccc(C(C)=O)cc1COC(=O)CNC(=O)C1CCCCC1	-0.8	-2	0.0	-12	-1.6	0	0.1	-1	-2
CCC(=O)Nc1nc2c(OC)ccc(C)c2s1	-0.5	2	0.2	9	-2.6	2	1.3	8	5
Cc1ccc(S(=O)(=O)NC(C)C(c2cccs2)N2CCN(c3ccccc3)CC2)cc1 (stereo not given)	0.2	2	0.5	8	-1.9	15	0.3	14	-9
Nc1ccc(C2(c3ccc(N)cc3)c3ccccc3C(=O)c3ccccc32)cc1	-0.3	-5	1.5	-7	2.7	-7	0.3	-3	-6
O=C(Nc1ccc2c(c1)CCC2)c1ccc(Cl)nc1	-0.3	1	-0.8	2	-0.9	2	3.7	-3	6
CCCc1cc2c(cc1NC(=O)c1ccc(C(C)(C)C)cc1)OCO2	1.1	1	3.3	15	-1.5	-5	0.5	-14	1
C=C(C)C1Cc2c(C)nn(-c3cccc4cccnc34)c2C1 (stereo not given)	0.6	-2	-0.9	-11	-6.0	6	0.8	4	-2
CCc1nnc(NC(=O)CSc2nnc(COc3ccc(C#N)cc3)n2-c2ccccc2)s1	1.0	0	0.2	1	-4.3	11	nt	-11	0
CCOC(=O)C1CCN(C(=O)C2CCN(S(=O)(=O)N3CCC4(CC3)OCCO4)CC2)CC1	0.3	-5	-1.0	2	-1.6	-8	0.9	3	-2
CC(C)N(C(=O)[C@H]1C[C@H](CC(=O)NCc2ccco2)C(=O)N2CCc3c([nH]c4ccc(Cl)cc34)[C@]12C)C(C)C	0.0	2	1.9	5	-2.8	19	1.3	17	16
O=C(CSc1oc(-c2ccc(F)cc2)nc1S(=O)(=O)c1ccc(F)cc1)NCC1CCCO1 (stereo not given)	-0.9	-8	0.7	-5	-1.0	13	nt	-4	-4
Cc1ccc(SC(CC(=O)c2ccc(F)cc2)C(=O)O)cc1 (stereo not given)	-3.8	-14	1.5	12	nt	2	-2.1	-6	2
COc1ccc([C@H]2C[C@@H](n3cc(C4CC4)nn3)[C@H](O)CN2CC2CCCCC2)cc1	0.0	0	nt	1	-9.1	-2	-0.9	5	0
O=c1oc2ccccc2c(O)c1Sc1ccc(Cl)cc1	-3.5	28	0.8	?	-1.7	-3	0.3	16	7
Cc1cccc(C(=O)O/N=C(\N)c2ccc(Br)cc2)c1	-0.3	7	-2.4	-4	-1.6	-1	nt	-10	0
COc1ccc(-c2[nH]ncc2CN2CCCC(C(=O)c3ccc(OC)cc3OC)C2)cc1 (stereo not given)	0.0	1	-0.9	0	-1.3	5	0.6	-4	-11
(list continues)
SMILES	BoNT-A LC inh2	Anthrax LF inh2	PfHsp40 yeast	BoNT F protease	FadD28 binding	Y pestis TopoI	TcdB inh	CCHF vOTU inh	PrPC surface inh
CCCCOC(=O)C1=C(C)NC(=O)NC1c1cccc([N+](=O)[O-])c1 (stereo not given)	nt	nt	-1.2	nt	0.5	3	2.6	-1	-12
Cc1ccc(Cn2ccnc2C(=O)Nc2ccccc2)cc1	0.1	0	-0.5	-3	-2.9	-10	0.1	7	12
COc1ccc(O)c(C=NCC(C)N=Cc2cc(OC)ccc2O)c1 (stereo not given)	0.1	-5	0.8	-4	-1.6	-2	-2.5	7	-5
CCn1c(=O)c(C(=O)NCc2ccccn2)c(O)c2ccccc21	-0.3	-2	-0.7	-7	0.3	5	nt	-2	30*
N#CC(=C(O)CN1CCN(c2ccccc2F)CC1)c1nc(-c2ccc(Cl)cc2)cs1	-0.3	-2	-0.2	-4	0.3	5	1.2	17	-6

Full records, quoted from the list. Screens in order: BoNT-A LC inh2	Anthrax LF inh2	PfHsp40 yeast	BoNT F protease	FadD28 binding	Y pestis TopoI	TcdB inh	CCHF vOTU inh	PrPC surface inh
Results for CCCCOC(=O)C1=C(C)NC(=O)NC1c1cccc([N+](=O)[O-])c1 (stereo not given) → nt	nt	-1.2	nt	0.5	3	2.6	-1	-12
Results for CCn1c(=O)c(C(=O)NCc2ccccn2)c(O)c2ccccc21 → -0.3	-2	-0.7	-7	0.3	5	nt	-2	30*
Results for Cc1ccc(Cn2ccnc2C(=O)Nc2ccccc2)cc1 → 0.1	0	-0.5	-3	-2.9	-10	0.1	7	12
Results for COc1ccc(O)c(C=NCC(C)N=Cc2cc(OC)ccc2O)c1 (stereo not given) → 0.1	-5	0.8	-4	-1.6	-2	-2.5	7	-5
Results for N#CC(=C(O)CN1CCN(c2ccccc2F)CC1)c1nc(-c2ccc(Cl)cc2)cs1 → -0.3	-2	-0.2	-4	0.3	5	1.2	17	-6

From PubChem

Outcome played no part in choosing rows; 2.3% or so of the library scored in one or more.
